Runt-SMMHC FRET: blocks binding of human RUNX1 Runt domain to CBFb-SMMHC; inhibition, % at 20 µM; hit rate 0.74% among 220,000; AID 1434; Cerulean-Runt/Venus-CBFb-SMMHC FRET ratio 530/480, 1 h; Q01196+Q13951;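 active = mean inhibition across duplicate retests at 20 µM reaching about 50%, limit read from the data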;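 note: 0% = DMSO wells and 100% = wells with excess untagged CBFb-SMMHC; inhibitors lower the FRET ratio by blocking Runt binding to CBFb-SMMHC; some results filed as inactive read as strong as hits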
L929 necroptosis: L929 zVAD cell death inhibition. L929 zVAD necroptosis rescue, ATP luminescence, 24 h; with zVAD 60 µM. viability rescue, % at 10 µM. hit rate 0.38% among 220,000. AID 1377;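 active = activation, scaled between plate controls, above about 75%, limit read from the data; inactive = activation under that limit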;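 note: 0% = zVAD with DMSO and 100% = DMSO alone without zVAD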
Hck-Nef inh: inhibitors of human Hck kinase activated by Nef | AID 463187 | Recombinant Hck-YEEI plus Nef, Z-Lyte FRET kinase assay | P08631 | hit rate 0.68% among 220,000 | inhibition, % at 20 µM;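 active = Hck-Nef kinase inhibition above about 50%, limit read from the data; inactive = inhibition below that limit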;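 note: 0% = DMSO with Hck plus Nef and 100% = Hck alone without Nef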
Target sequence (P08631 whole entry, looked up): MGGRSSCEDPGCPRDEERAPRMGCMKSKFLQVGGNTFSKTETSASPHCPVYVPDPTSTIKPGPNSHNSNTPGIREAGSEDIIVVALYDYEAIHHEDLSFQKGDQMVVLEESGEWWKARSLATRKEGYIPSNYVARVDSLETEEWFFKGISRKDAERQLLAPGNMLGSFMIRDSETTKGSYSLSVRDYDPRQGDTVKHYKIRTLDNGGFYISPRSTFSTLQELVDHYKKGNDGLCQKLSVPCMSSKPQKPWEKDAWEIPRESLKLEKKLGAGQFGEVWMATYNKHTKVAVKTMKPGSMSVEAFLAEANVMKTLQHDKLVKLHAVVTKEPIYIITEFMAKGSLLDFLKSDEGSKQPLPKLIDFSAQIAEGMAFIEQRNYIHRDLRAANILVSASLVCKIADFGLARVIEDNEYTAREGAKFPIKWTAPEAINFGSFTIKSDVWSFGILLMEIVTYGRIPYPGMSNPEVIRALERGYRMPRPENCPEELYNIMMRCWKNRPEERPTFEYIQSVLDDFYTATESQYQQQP
PERK inh: human PERK inhibition, primary cell-based screen. inhibition, % at 5.6 µM. hit rate 0.17% among 220,000. CHO PERK-DD fusion, SEAP luminescence translation reporter;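 active = inhibition above the mean inhibition of all tested compounds plus 3 SD, set separately per screening campaign, cut at about 2.9% in these data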;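 note: PERK kinase domain activated by AP20187 dimerizer at 100 nM; 0% = DMSO with dimerizer and 100% = rapamycin at 8.4 µM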
TNF necrop inh: TNF-alpha cell death inhibition in Jurkat FADD-/- cells. Jurkat FADD-/- TNF necroptosis rescue, ATP luminescence, 24 h; 0 = TNF only, 100 = no-TNF cells. AID 463075. hit rate 0.068% among 220,000. activation (protection from cell death), % at 10 µM;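 active = activation, meaning protection from cell death, of at least 50% relative to plate controls; inactive = activation below 50%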;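 note: necroptosis triggered by 40 ng/mL TNF-alpha added together with compound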
EP2 antag: EP2 receptor (human) inhibition; C6 glioma cells expressing human EP2, cAMP TR-FRET; cells stimulated with saturating PGE2; hit rate 0.52% among 260,000; inhibition, % at 25 µM; P43116;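 active = percent inhibition above 40 after rounding to a whole number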;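 note: rat C6 glioma host cells with rolipram phosphodiesterase inhibitor present; the protocol text gives 20 µM as final concentration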
Target sequence (P43116 whole entry, looked up): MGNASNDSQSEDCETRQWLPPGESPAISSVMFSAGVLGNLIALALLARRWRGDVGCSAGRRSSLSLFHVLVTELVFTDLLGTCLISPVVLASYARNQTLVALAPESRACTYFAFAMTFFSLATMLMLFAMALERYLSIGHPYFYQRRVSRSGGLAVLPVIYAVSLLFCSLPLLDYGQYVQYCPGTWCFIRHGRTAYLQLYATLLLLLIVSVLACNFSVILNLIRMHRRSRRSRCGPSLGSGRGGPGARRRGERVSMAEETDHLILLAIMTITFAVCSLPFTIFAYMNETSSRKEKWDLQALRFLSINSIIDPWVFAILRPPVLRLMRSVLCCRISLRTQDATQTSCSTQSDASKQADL
RBBP9 inh: human RBBP9 hydrolase inhibition. O75884. hit rate 0.2% among 220,000. AID 1515. inhibition, % at 7.94 µM. recombinant RBBP9, FP-Rh probe fluorescence polarization;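 active = inhibition above the campaign mean of all tested compounds plus 3 SD, cut at about 14% in these data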;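 note: plate controls were DMSO wells with RBBP9 for no effect and wells lacking RBBP9 protein for full effect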
Target sequence (O75884 whole entry, looked up): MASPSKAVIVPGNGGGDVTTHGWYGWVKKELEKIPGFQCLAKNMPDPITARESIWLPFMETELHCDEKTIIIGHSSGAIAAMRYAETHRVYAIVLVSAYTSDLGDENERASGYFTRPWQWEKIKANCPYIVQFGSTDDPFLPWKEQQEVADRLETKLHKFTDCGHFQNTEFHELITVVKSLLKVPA
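Controls: DMSO-treated enzyme wells and wells lacking RBBP9 | Material: RBBP9 protein | Technique: Fluorescence polarization | Replication: Single well per compound, no replicates | Buffer or medium: Tris-NaCl-Pluronic buffer, pH 8.0 | Timing: 30 min compound preincubation, 45 min probe labeling, 25 °C | Read-out basis: Percent inhibition from mP, scaled between DMSO and no-protein wells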
Runt-CBFb FRET: inhibitors of human RUNX1 Runt domain binding to CBFb. hit rate 0.46% among 220,000. Cerulean-Runt/Venus-CBFb FRET ratio 530/480, 1 h. inhibition, % at 20 µM;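 active = inhibition over about 50% at 20 µM in the single-dose screen, limit read from the data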;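 note: 0% = DMSO wells and 100% = excess unlabeled CBFb competitor control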
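System: Cerulean-labeled Runt domain protein | Quantity: 100 nM of each labeled protein | Schedule: 1 h compound exposure, room temperature | Detection: Fluorescence energy transfer, 422 nm excitation, 530/480 nm emission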
EP2 modulator: modulates human prostaglandin E2 receptor EP2 signaling; EP2-expressing cells, cAMP HTRF FRET, PGE2 co-stimulation; AID 940; P43116; induction, % at 25 µM; hit rate 0.83% among 260,000;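 active = compounds whose cAMP rise, as percent of the full-agonist control response, exceeds 60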;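 note: rat C6 glioma line stably carrying human EP2 under a CMV promoter; the protocol text gives 20 µM as final concentration; 100% = response of wells given 1 µM PGE2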
* = called active by the depositor; x = not tested or not shown; & = joins results of further samples. Some of the compounds tested; the hit share may differ from the screen's.

The line under a structure holds: RBBP9 inh, Runt-SMMHC FRET, EP2 modulator, EP2 antag, L929 necroptosis, Hck-Nef inh, Runt-CBFb FRET, PERK inh, TNF necrop inh
> CC(C)CCNC(=O)c1ccc2nc[nH]c2c1
  11, 0, -2, 12, 1.4, -2, -1, 0.5, 0.9
> Cc1c(-c2ccccc2)n[nH]c1C(=O)NN
  1, 0, 9, 3, 2.7, 23, 1, 0.3, -0.7
> Cn1c(SCC(=O)c2cc3ccccc3o2)nnc1-c1ccccc1
  -5, 6, -19, 8, 0.8, 7, 8, 0.4, -0.4
> COc1ccc(C(=O)Nc2ccc3c(c2)OCO3)cc1OC
  5, -5, -3, 6, 0.9, 2, -1, 1.7, -1.5
> O=C1NC2=C(C(=O)c3ccccc32)C(c2ccccc2)N1 (stereo not drawn)
  -1, -20, 30, 11, 1.2, 12, -6, 0.1, -0.8
> O=C1CSCC(=O)N1c1ccccc1
  -3, -6, 30, -7, 0.6, 1, 4, -0.1, 0.0
> CCC1Oc2ccccc2N(CC(=O)NCc2cccs2)C1=O (stereo not drawn)
  -6, -3, -5, 2, 0.0, 12, -2, 1.4, 1.6
> CCOC(=O)c1sc(=S)n(-c2cc(OC)ccc2OC)c1N
  -5, 9, -11, 14, 0.8, 22, 41, 0.3, 5.5
> C/C(=N\N1CCN(c2ccc(Cl)cc2)CC1)c1cccs1
  -13, 9, 5, 4, -0.1, 2, 0, 0.7, 1.0
> COc1ccc(-c2nnc(SCC(=O)Oc3ccc(C)cc3)o2)cc1
  -10, -5, 45, 17, -2.1, 11, -2, -0.4, -9.3
> CSc1nc(N)nc(SCC(=O)CC(=O)OC(C)C)c1C#N
  3, 4, -10, 7, 0.4, 1, 8, -1.1, -0.6
> CN=C(NC1CCCCC1)c1ccc(Cl)cc1
  -10, 1, 10, 3, x, -7, -2, -0.1, 1.6
> COc1ccc(NC(=O)CNC(=O)c2cccs2)cc1Cl
  -3, -1, -10, 9, 3.2, -1, 0, 1.0, 0.8
> O=C(Nc1cccc(Cl)c1)Nc1ccnc(-c2cccnc2)n1
  -33, -3, -78, 16, -1.1, 20, 0, 0.0, 0.7
> Cc1ccc(Nc2ccccc2)cc1
  -13, -7, 28, 7, 0.9, 0, 1, 0.2, 1.0
> CCOC(=O)N1CCN(C(=O)c2cc(Cl)c(Cl)cc2C(=O)O)CC1
  -9, 1, -45, 5, -0.4, 0, -1, 0.9, -1.3
> CN1CCN(C(=O)c2cnn3c(C(F)F)cc(C4CC4)nc23)CC1
  -3, 2, 17, 8, 0.0, 6, 0, 0.8, -0.3
> CCNC(=O)CN(C1CCCCC1)S(=O)(=O)c1ccc(F)cc1
  9, 1, 15, 5, 1.6, 0, -2, -0.2, -0.3
> O=C(CSc1nccc(-c2cccs2)n1)Nc1cccc(Cl)c1
  -12, 0, -47, 12, -0.2, -7, -1, 0.1, 1.2
> C=CCSC1=C(C#N)C(c2ccc(OCC)cc2)CC(=O)N1 (stereo not drawn)
  -8, -1, -14, 5, 1.6, -1, 3, 0.9, 0.1

Record cards (already shown). Order of screens: RBBP9 inh | Runt-SMMHC FRET | EP2 modulator | EP2 antag | L929 necroptosis | Hck-Nef inh | Runt-CBFb FRET | PERK inh | TNF necrop inh
Entry for `CCC1Oc2ccccc2N(CC(=O)NCc2cccs2)C1=O` (stereo not drawn) → -6 | -3 | -5 | 2 | 0.0 | 12 | -2 | 1.4 | 1.6
Entry for `O=C(Nc1cccc(Cl)c1)Nc1ccnc(-c2cccnc2)n1` → -33 | -3 | -78 | 16 | -1.1 | 20 | 0 | 0.0 | 0.7

Continued.
The line under a structure holds: RBBP9 inh, Runt-SMMHC FRET, EP2 modulator, EP2 antag, L929 necroptosis, Hck-Nef inh, Runt-CBFb FRET, PERK inh, TNF necrop inh
> CCOc1ccc(Cn2c3ccc(OC)cc3c3nc4ccccc4nc32)cc1
  -6, -215, 18, 5, 0.1, 7, -67, 0.9, 0.8
> N#Cc1ncc(-c2ccc3c(c2)OCCOCCOCCOCCO3)nc1C#N
  -4, 3, -26, 7, 0.9, 4, 0, 0.1, -4.8
> Cc1ccc(-c2[nH]c(-c3ccccc3)nc2SCC(=O)NCC2CCCO2)cc1 (stereo not drawn)
  -2, 1, -15, 14, 5.9, -22, -2, -0.8, -0.5
> O=C(O)c1cc(N/N=C/c2ccc(OCc3ccccc3)cc2)ccc1Cl
  -5, -30, -42, -1, 3.9, 46, -19, 0.1, -0.3
> COc1ccccc1C(=O)N1CCCN(C(=O)c2ccccc2OC)CC1
  -1, 1, 22, 7, 0.1, 0, 0, 0.0, -0.5
> Nc1ccccc1SCC(=O)Nc1nc(-c2ccccc2)cs1
  -11, 0, -108&-51, 24&8, 2.7, 24, 2, 1.2, 7.3
> COCC(=O)/C=C1\Sc2ccccc2N1C
  5, -3, -5, 0, -0.5, -6, 11, 0.0, -2.2
> CC1(C)N([O-])C2=C(c3ccccc3C2=O)[N+](=O)C1(C)C
  4, 1, 7, 12, -0.2, 1, 3, 0.2, -1.3
> O=S(=O)(NC1CCCC1)c1ccc(S(=O)(=O)N2CCN(c3ccccc3)CC2)cc1
  -3, -1, -41, 8, -0.2, -1, -1, 0.1, 0.7
> CC(=O)c1c(COC(=O)c2ccccc2)nc2ccccc2[n+]1[O-]
  -1, -7, -27, -2, 0.7, -1, 2, -0.3, 0.3
> Cc1ccc(CNC(=O)CSc2ncccn2)cc1
  3, 10, 13, 13, -0.1, 5, -4, 0.4, -0.4
> COc1ccc(N/N=C(\C=N\O)C(=O)c2ccc(OC)cc2)cc1
  -2, -2, 21, 5, -0.9, -1, -5, -0.5, -11
> O=C(NC(NC(=S)Nc1ccccc1O)C(Cl)(Cl)Cl)c1ccco1 (stereo not drawn)
  -13, 1, -4, 6, -0.3, 11, 6, 0.3, 0.5
> CC(=O)c1ccc2c(c1)C1C=CCC1C(c1ccncc1)N2 (stereo not drawn)
  0, -44, -23, 12, 0.3, -1, -16, 0.3, -6.2
> CCOC(=O)CON1C(=O)c2ccccc2C1=O
  1, -1, 8, 12, -0.1, -17, 3, 1.7, -0.4
> CCOC(=O)COc1ccc(S(=O)(=O)c2ccc(OCC(=O)OCC)cc2)cc1
  -3, 1, -12, 11, -0.4, -1, 0, -0.3, 1.0
> CCN(CC)S(=O)(=O)c1ccc(NC(=O)C2CCCO2)cc1 (stereo not drawn)
  -5, -2, -9, 6, 0.0, 0, -1, 0.0, -0.3
> Cc1cc(C)n(Cc2ccc(Cl)c(Cl)c2)c(=O)c1S(=O)(=O)c1ccccc1
  -4, 1, 43, x, -0.1, 0, 0, 1.0, -1.7
> Cc1ccc(-c2nc3ncccc3o2)cc1NC(=O)CC(C)C
  1, 5, 9, 6, 0.5, 7, -4, 0.2, 1.2
> CC(C)CNc1nc2c(c(=O)n(C)c(=O)n2C)n1Cc1cccc(Br)c1
  -11, -1, 62*, 5, 0.5, 3, -2, -0.8, -1.6
> COc1ccc(C2CC(=O)c3cc(OC)c(OC)cc32)cc1OC (stereo not drawn)
  -10, 0, -23, 5, -0.3, 0, 0, -2.2, 0.3
> Cc1[nH]c2ccccc2c1C(=O)CSc1ncn[nH]1
  1, 3, 0, 15, 0.5, 2, -1, 0.2, -1.2
> CCCCCCCCCSc1n[nH]c(N)n1
  -3, -3, 20, 7, 0.1, 1, -2, 0.3, -14
> CCOc1ccc(NC2=C(Cl)C(=O)N(C3CCCCC3)C2=O)cc1
  -5, -6, -24, 6, 0.1, -1, -5, 0.0, 1.1
> Nc1nc(CSc2ccccn2)nc(Nc2ccccc2)n1
  3, -4, -23, 6, -0.2, 3, 0, -0.4, -0.5
> COc1cc(NC(=O)Nc2ccccc2OC)c(OC)cc1NC(=O)CN1CCCCC1
  -2, 0, -12, 6, 12, 0, x, -0.9, -2.8
> CC(=O)c1cc(C)ccc1OC(=O)c1cccc2nc(C)oc12
  -1, -2, -2, 6, -0.3, 0, 0, 0.7, -2.7
> CCOC(=O)n1c(=O)n(Cc2ccccc2Cl)c2ccccc21
  0, 4, 56, 12, 0.0, 0, -1, 1.2, -6.8
> Cc1ccc(-c2csc3nnc(SCC(=O)N4CCN(Cc5ccccc5)CC4)n23)cc1
  -7, 2, -11, 3, -0.2, 0, -1, -1.2, -5.0
> CCn1ncc(C2=NOC(C(=O)N3CCC(C(N)=O)CC3)C2)c1C (stereo not drawn)
  x, -7, 25, 9, x, x, -1, x, x
> CCC(Sc1ccccn1)C(=O)Nc1cccc([N+](=O)[O-])c1 (stereo not drawn)
  1, -5, -3, 4, 0.5, -9, 1, -0.5, 1.7
> COc1ccc(NC(C)=O)cc1S(=O)(=O)N1CCN(C(=O)c2ccccc2F)CC1
  0, -5, 25, 4, -0.6, 6, 1, 0.4, 6.5
> Cc1ccc(NC(=O)COC(=O)c2cc(Cl)ccc2[N+](=O)[O-])cc1
  5, -4, -50, 12, 0.7, 2, -2, 1.3, 0.8
> O=C(Nc1ccc(N2CCOCC2)cc1)c1cccc(S(=O)(=O)N2CCCCCC2)c1
  -4, -7, -43, 4, 0.8, -9, 0, -0.4, 1.3

Compounds shown so far that contain a Cl atom, in the order listed:
The line under a structure holds: RBBP9 inh, Runt-SMMHC FRET, EP2 modulator, EP2 antag, L929 necroptosis, Hck-Nef inh, Runt-CBFb FRET, PERK inh, TNF necrop inh
> C/C(=N\N1CCN(c2ccc(Cl)cc2)CC1)c1cccs1
  -13, 9, 5, 4, -0.1, 2, 0, 0.7, 1.0
> CN=C(NC1CCCCC1)c1ccc(Cl)cc1
  -10, 1, 10, 3, x, -7, -2, -0.1, 1.6
> COc1ccc(NC(=O)CNC(=O)c2cccs2)cc1Cl
  -3, -1, -10, 9, 3.2, -1, 0, 1.0, 0.8
> O=C(Nc1cccc(Cl)c1)Nc1ccnc(-c2cccnc2)n1
  -33, -3, -78, 16, -1.1, 20, 0, 0.0, 0.7
> CCOC(=O)N1CCN(C(=O)c2cc(Cl)c(Cl)cc2C(=O)O)CC1
  -9, 1, -45, 5, -0.4, 0, -1, 0.9, -1.3
> O=C(CSc1nccc(-c2cccs2)n1)Nc1cccc(Cl)c1
  -12, 0, -47, 12, -0.2, -7, -1, 0.1, 1.2
> O=C(O)c1cc(N/N=C/c2ccc(OCc3ccccc3)cc2)ccc1Cl
  -5, -30, -42, -1, 3.9, 46, -19, 0.1, -0.3
> O=C(NC(NC(=S)Nc1ccccc1O)C(Cl)(Cl)Cl)c1ccco1 (stereo not drawn)
  -13, 1, -4, 6, -0.3, 11, 6, 0.3, 0.5
> Cc1cc(C)n(Cc2ccc(Cl)c(Cl)c2)c(=O)c1S(=O)(=O)c1ccccc1
  -4, 1, 43, x, -0.1, 0, 0, 1.0, -1.7
> CCOc1ccc(NC2=C(Cl)C(=O)N(C3CCCCC3)C2=O)cc1
  -5, -6, -24, 6, 0.1, -1, -5, 0.0, 1.1
> CCOC(=O)n1c(=O)n(Cc2ccccc2Cl)c2ccccc21
  0, 4, 56, 12, 0.0, 0, -1, 1.2, -6.8
> Cc1ccc(NC(=O)COC(=O)c2cc(Cl)ccc2[N+](=O)[O-])cc1
  5, -4, -50, 12, 0.7, 2, -2, 1.3, 0.8

From PubChem
